Compound activity: PubChem, The Scripps Research Institute Molecular Screening Center
PAFAH1B3 FP inh: PAFAH1B3 (human) inhibition | AID 492972 | inhibition, % at 3.39 µM | 0.28% of 340,000 active | recombinant PAFAH1B3, FP-rhodamine probe, fluorescence polarization;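 active = inhibition above the screen-wide average of all tested compounds plus 3 SD, cut at about 25% in these data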;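 note: 0% = enzyme with DMSO only and 100% = wells lacking PAFAH1B3 protein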
Target sequence (Q15102 whole entry, looked up): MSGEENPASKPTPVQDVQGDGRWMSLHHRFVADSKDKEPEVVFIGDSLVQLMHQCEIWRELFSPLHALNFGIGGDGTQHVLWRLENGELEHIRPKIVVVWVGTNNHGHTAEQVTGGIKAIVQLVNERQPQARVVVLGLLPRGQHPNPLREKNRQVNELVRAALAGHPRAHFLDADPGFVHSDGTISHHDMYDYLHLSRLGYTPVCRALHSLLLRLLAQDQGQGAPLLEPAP
PAD4 inh: blocks human protein arginine deiminase 4; Q9UM07; recombinant PAD4, RCA probe fluorescence polarization; inhibition, % at 6.36 µM; 0.41% of 330,000 active; AID 485272;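 active = percent inhibition above a cutoff equal to the mean of all tested compounds plus 3 SD, cut at about 15% in these data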;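 note: 0% = PAD4 with RCA probe and DMSO and 100% = probe without PAD4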
PME-1 inh: PME-1 (human) inhibition; 0.53% of 320,000 active; recombinant PME-1, FP-Rh probe fluorescence polarization; inhibition, % at 5.9 µM; AID 2130;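 active = inhibition above the campaign mean of all compounds plus 3 SD, cut at about 26% in these data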;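 note: competitive labeling of PME-1 active site by serine hydrolase directed probe; 0% = PME-1 with DMSO and 100% = wells lacking PME-1 enzyme; inhibitors block probe labeling so polarization falls and inhibition rises; many of its hits are not listed in these tables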
PAFAH1B2 inh: blocks human PAF acetylhydrolase 1b catalytic subunit 2; P68402; recombinant PAFAH1B2, FP-rhodamine activity probe, fluorescence polarization; inhibition, % at 3.39 µM; 1.2% of 340,000 active; AID 492953;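 active = inhibition above the mean of all tested compounds plus 3 SD, cut at about 24% in these data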;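 note: 0% = enzyme with DMSO and 100% = wells lacking PAFAH1B2; many of its hits are not listed in these tables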
Target sequence (P68402 whole entry, looked up): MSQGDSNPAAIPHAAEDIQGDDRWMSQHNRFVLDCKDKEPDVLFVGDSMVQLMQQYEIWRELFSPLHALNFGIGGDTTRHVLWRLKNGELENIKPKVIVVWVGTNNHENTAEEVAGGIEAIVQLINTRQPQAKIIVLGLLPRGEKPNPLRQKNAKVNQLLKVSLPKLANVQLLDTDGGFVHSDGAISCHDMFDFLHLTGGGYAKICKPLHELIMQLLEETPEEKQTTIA
LYPLA1 counter: blocks human lysophospholipase 1, a PME1 counter-screen. recombinant LYPLA1, FP-Rh probe fluorescence polarization. inhibition, % at 5.9 µM. 0.16% of 320,000 active. AID 2174;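 active = inhibition above the mean of all tested compounds plus 3 SD, set per campaign, cut at about 14% in these data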;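 note: inhibitors block serine hydrolase probe labeling of LYPLA1 so polarization falls; 0% = enzyme with DMSO and 100% = wells lacking LYPLA1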
GSTO1 counter: blocks human GSTO1 in RBBP9 counter-screen; inhibition, % at 5.96 µM; AID 1974; P78417; 1.1% of 300,000 active; recombinant GSTO1, activity-based probe fluorescence polarization;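 active = inhibition above the campaign mean inhibition plus 3 SD, cut at about 35% in these data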;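 note: 0% = GSTO1-1 with DMSO and 100% = wells lacking GSTO1-1 enzyme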
Target sequence (P78417 whole entry, looked up): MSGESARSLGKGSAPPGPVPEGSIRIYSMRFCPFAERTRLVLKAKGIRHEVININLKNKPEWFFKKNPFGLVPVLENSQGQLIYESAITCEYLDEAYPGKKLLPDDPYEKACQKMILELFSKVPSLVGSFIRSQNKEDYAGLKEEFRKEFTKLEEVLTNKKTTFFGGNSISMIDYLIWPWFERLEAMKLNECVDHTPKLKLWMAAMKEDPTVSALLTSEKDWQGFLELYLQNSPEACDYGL
pPAFAH FP inh: inhibitors of human plasma PAF acetylhydrolase (pPAFAH); Q13093; recombinant pPAFAH, FP-rhodamine probe fluorescence polarization; inhibition, % at 3.39 µM; 1.5% of 330,000 active; AID 463082;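 active = inhibition above the mean inhibition across the screen plus 3 SD, cut at about 25% in these data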;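 note: inhibitors block binding of the rhodamine activity-based probe so polarization drops; 0% = enzyme with DMSO and 100% = wells lacking pPAFAH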
PREPL inh: human PREPL enzyme inhibition. 0.68% of 320,000 active. inhibition, % at 5.96 µM. Q4J6C6. recombinant PREPL, fluorescence polarization activity-based probe. AID 2751; in the data active = inhibition above about 43%;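 note: 0% = enzyme with DMSO and 100% = wells lacking enzyme; many of its hits are not listed in these tables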
LYPLA2 inh: counter-screen for PME1 inhibitors: inhibitors of human LYPLA2; 0.38% of 320,000 active; inhibition, % at 5.9 µM; O95372; recombinant LYPLA2, FP-Rh probe fluorescence polarization;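 active = inhibition above the screen-wide mean plus 3 SD, limit set per campaign, cut at about 26% in these data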;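 note: 0% = LYPLA2 with DMSO and 100% = wells lacking LYPLA2 enzyme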
Target sequence (O95372 whole entry, looked up): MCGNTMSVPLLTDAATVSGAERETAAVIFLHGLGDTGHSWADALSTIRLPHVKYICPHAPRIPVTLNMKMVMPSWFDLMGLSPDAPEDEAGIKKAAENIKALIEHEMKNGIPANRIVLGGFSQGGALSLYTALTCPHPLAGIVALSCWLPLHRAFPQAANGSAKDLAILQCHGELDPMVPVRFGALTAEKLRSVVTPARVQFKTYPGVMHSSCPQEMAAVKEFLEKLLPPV
* marks the source's active call; other numbers are inactive results; x = no result given; & = joins results of further samples. The list is partial; count on the stated rates, not on these rows.

SMILES | PAFAH1B3 FP inh | PAD4 inh | PME-1 inh | PAFAH1B2 inh | LYPLA1 counter | GSTO1 counter | pPAFAH FP inh | PREPL inh | LYPLA2 inh
Cc1cc(=O)oc2c(C)c(OCC(=O)N3CCN(C(=O)C4COc5ccccc5O4)CC3)ccc12 (stereo unspecified) | 5 | -3 | -2 | 6 | -3 | 5 | 5 | 2 | 38*
O=C(O)c1ccc(CNCc2cccc(Oc3ccccc3)c2)cc1 | 2 | 1 | 3 | 9 | -1 | 8 | 4 | -9 | -1
COCCNC(=O)CSc1nnc(-c2ccccc2F)n1Cc1ccccc1 | 8 | -4 | 0 | 1 | 2 | 2 | -2 | 2 | 4
COc1ccc2[nH]c(=O)c(CN(Cc3cccnc3)C(=S)NCC3CCCO3)cc2c1 (stereo unspecified) | 19 | -4 | 1 | 14 | -2 | 6 | -1 | 10 | 0
CCc1c(C)nc(SCC(=O)CC(=O)OC(C)C)c(C#N)c1C | 14 | -5 | 3 | 1 | -1 | -9 | 6 | 6 | 1
N#Cc1ccc(OCC(=O)N2CCc3ccccc32)cc1 | -1 | -2 | x | 4 | x | x | 5 | 12 | x
CCC(=O)c1ccc(N2CCN(C(=O)c3cccs3)CC2)c(F)c1 | -1 | 0 | 5 | 2 | 1 | -4 | -1 | 2 | 11
COCCCOc1ccnc(CS(=O)c2nc3ccccc3[nH]2)c1C (stereo unspecified) | 2 | -5&-3 | 4&-8 | 3 | -2&-4 | -1&5 | -6&-3 | 4&5 | -1&3
O=C(O)c1ccc(NCc2cccnc2)c([N+](=O)[O-])c1 | 1 | 5 | 9 | 9 | -5 | -3 | 0 | -6 | 0
CC(=O)O[C@@H]1C[C@H]2C(C)(C)C(=O)C=C[C@]2(C)[C@H]2CC[C@@]3(C)[C@H](c4ccoc4)OC(=O)[C@H]4O[C@]43[C@@]21C | -6 | -5 | 7 | -1 | -2 | -11 | 5 | 33 | -3
Cc1ccc(N2C(=O)c3ccc(C(=O)Nc4cccnc4)cc3C2=O)c(C)c1 | 3 | 2 | -33 | 2 | 2 | 6 | 5 | 21 | 11
Cc1onc(-c2ccccc2Cl)c1C(=O)c1ccccc1 | 8 | 0 | 1 | 5 | -4 | 5 | 2 | -6 | 5
CSc1ccccc1OCc1cc(C(=O)N2CCN(Cc3nccn3C)CC2)no1 | 2 | -5 | 3 | -1 | 0 | -5 | -1 | 3 | 0
O=C(CSc1nnc(-c2ccco2)o1)NC1CC2CCC1C2 (stereo unspecified) | 1 | -4 | -4 | -3 | -1 | -1 | 7 | 3 | 3
CCOC(=O)c1c(NC(=O)CSc2nnc(CNc3ccc(C)cc3C)o2)sc(C)c1C | 6 | -1 | 3 | 4 | -2 | 14 | 4 | 19 | 4
OCC[C@@H]1C[C@@H](O)[C@H](O)[C@]2(OCCc3ccccc32)O1 | 3 | -4 | 2 | 3 | 4 | 4 | 2 | 6 | -1
Cc1nc(C)c(CCNC(=O)c2cccc(Cl)c2)s1 | 3 | 5 | 2 | -1 | -1 | 4 | -1 | -3 | -3
COc1ccc(CCNC(=O)Nc2ccccc2[N+](=O)[O-])cc1 | x | -1 | 1 | x | 0 | -6 | 1 | 13 | -8
Cc1sc2ncn(CC(=O)NCCCC(=O)N(C)Cc3ccccc3)c(=O)c2c1C | 13 | 1 | -2 | 6 | 2 | 6 | 0 | 4 | 5
CC(C)(C)CC(C)(C)NCC(O)COc1c(F)cc(Br)cc1F (stereo unspecified) | 1 | 1 | -2 | 0 | 0 | 2 | 1 | 1 | -1
O=C(C1CC1)N(CCN(Cc1ccccc1)C(=O)C1CC1)Cc1ccccc1 | 1 | 2 | 6 | 2 | 3 | 4 | 3 | 6 | 3
CC1CCN(C(=O)CC(NC(=O)c2ccccc2Cl)c2ccccc2)CC1 (stereo unspecified) | 8 | -2 | 10 | -2 | 3 | 1 | 4 | 9 | 5
O=C(CSc1n[nH]c(-c2ccco2)n1)Nc1ccc(F)cc1 | 3 | -3 | -2 | 2 | 4 | 5 | -2 | -5 | 1
CCOc1cccc(-c2nnc3sc(-c4cc(OC)c(OC)c(OC)c4)nn23)c1 | 7 | 1 | -7 | 1 | -3 | -3 | -1 | 0 | 0
CSc1cccc(NC(=O)C2CCCN(S(=O)(=O)c3cccs3)C2)c1 (stereo unspecified) | 5 | 1 | -1 | 1 | 1 | 1 | 0 | -1 | -4
CC(=O)Nc1ccc(OCC(O)Cn2c(C(C)C)nc3ccccc32)cc1 (stereo unspecified) | 10 | 4 | -8 | 1 | -3 | 6 | 0 | 2 | 0
O=S(=O)(Nc1ccc2nc(-c3ccco3)[nH]c2c1)c1ccccc1 | 13 | -8 | -3 | 7 | -3 | 4 | 12 | -5 | -4
COc1ccc(N2C(=O)N[C@@H](Cc3ccccc3)C2=O)cc1OC | 5 | -2 | -5 | 3 | 0 | -1 | -1 | -6 | -6
COc1ccccc1NC(=O)COC(=O)C1CC1 | 5 | 1 | 2 | 3 | 0 | 2 | 5 | 3 | 2
CC(C)(C)OC(=O)CNC(=O)c1nc[nH]c1C(=O)N1CCN(C(=O)OC(C)(C)C)CC1 | -1 | 1 | 0 | 0 | 3 | 7 | 5 | -1 | -2
COC(=O)c1ccc(COC(=O)c2ccc(-n3cnnn3)cc2)o1 | -2 | 0 | 4 | 3 | 4 | -4 | -4 | 9 | 5
CC1N(C)c2cc(NC(=O)c3ccco3)c(P(=O)(Nc3ccc([N+](=O)[O-])cc3)N3CCOCC3)cc2C1(C)C (stereo unspecified) | -4 | -73 | -13 | -2 | -3 | -25 | -9 | -10 | -10
O=C(Nc1ccc(OC(F)F)cc1)c1cc[n+]([O-])cc1 | 5 | -5 | 9 | 0 | -2 | 3 | 1 | 8 | -2
CCC(C)(C)NC(=O)C(c1ccc(F)cc1)N(Cc1ccco1)C(=O)c1cnccn1 (stereo unspecified) | -14 | -2 | -9 | 0 | -1 | -3 | -9 | 0 | -1
Cc1cc(C)nc(Nc2cccc3ccccc23)n1 | -4 | -9 | -4 | 1 | -4 | 5 | -3 | 0 | -5
S=C(c1ccc(Br)cc1)N1CCCC1 | 11 | 6 | -2 | -3 | 5 | 4 | 2 | -7 | 5
COC(=O)c1ccc(CN2CCC(Oc3cccc(C(=O)N4CCOCC4)c3)CC2)cc1 | 3 | -1 | 4 | -9 | 2 | 2 | 6 | 11 | 5
COc1ccc(C(=O)Nc2ccc(O)c3ccccc23)cc1OC | 5 | -16 | 7 | 5 | -1 | 32 | 4 | 6 | 1
CC(C)(O)c1[nH]c2cc(C(F)(F)F)ccc2c1C(C)(C)O | 6 | -1 | 0 | -4 | -2 | 8 | -2 | -3 | -6
C=CCOc1ccc(/C=C2\SC(N)=NC2=O)cc1OC | 1 | 3 | -2 | 2 | 3 | -11 | 2 | 24 | 3
Cc1nnc(N=c2ssnc2Cl)o1 | 16 | -4 | -5 | -2 | 6 | x | -2 | -4 | 7
CN(CCCCCCCCCCN(C)C(=O)Oc1cccc([N+](C)(C)C)c1)C(=O)Oc1cccc([N+](C)(C)C)c1 | 14 | -9 | -6 | -2 | 0 | -1 | 7 | 26 | 6
Cc1nc(NCC(c2ccccc2)N(C)C)c2c(C)c(C)sc2n1 (stereo unspecified) | 8 | 1 | -5 | 5 | 2 | 10 | 1 | 8 | -6
O=C(NCc1cccnc1)c1ccccc1NS(=O)(=O)c1ccccc1 | 1 | -3 | -2 | 7 | -4 | -6 | 6 | 0 | 2
O=S(=O)(c1c(F)cccc1F)N1CCCC2CCCCC21 (stereo unspecified) | 4 | -4 | 2 | 12 | 0 | x | 0 | 10 | 2
COc1cc(C(c2c(C)[nH][nH]c2=O)c2c(C)[nH][nH]c2=O)cc(OC)c1OC | 16 | 2 | -7 | 7 | -1 | 8 | 0 | 16 | 1
Cc1ccc(C(=O)NCC(=O)N(C)CC(=O)Nc2ccccc2Br)s1 | -2 | 3 | 1 | 5 | 0 | x | -5 | 9 | 4
CC(C)(C)c1csc(NNC(=O)c2ccc(Cl)cc2)n1 | x | -6 | -7 | x | 2 | 8 | -4 | 10 | -2
CCSCCOC(=O)C1=C(C)NC(=O)NC1c1ccccc1 (stereo unspecified) | 3 | -3 | 3 | 0 | 0 | -2 | -2 | -4 | 1
CCCNC(=O)c1onc(CS(=O)(=O)c2cccc(OC)c2)c1C(=O)NCCC | 12 | -2 | 1 | 1 | -1 | 2 | 2 | 0 | -5
O=C1CC(c2cccnc2)c2cc3c(cc2N1)OCO3 (stereo unspecified) | 11 | 5 | -1 | 12 | 3 | -2 | 2 | 15 | 6
OC(C#CCN1CCCC1)(c1ccccc1)c1cccc(F)c1 (stereo unspecified) | -1 | 1 | -5 | 2 | -2 | -2 | -4 | 0 | -2
COC(=O)c1ccc(C)c(NC(=O)CCc2cc(OC)c(OC)c(OC)c2)c1 | 8 | 3 | 10 | 3 | -2 | -15 | 4 | 0 | -6
O=C(NCCc1ccc(Cl)cc1)c1ccc2nc(N3CCOCC3)sc2c1 | 1 | -5 | -4 | 2 | -4 | 6 | -1 | 24 | 0
CNc1nc(Sc2ccc(C)cc2)cc(C(F)(F)F)n1 | 5 | 0 | 0 | -3 | 2 | 0 | 20 | -15 | 7
Cc1ccccc1C(=O)NC(=S)Nc1ccc(Oc2ccc(Cl)cc2)cc1 | 3 | -4 | -13 | -2 | -6 | -1 | 5 | 4 | 11
CCOC(=O)NN1C(=O)c2ccccc2NC1c1ccc(N(C)C)cc1 (stereo unspecified) | 7 | 0 | 2 | 3 | -1 | 4 | 6 | -4 | 0
CN(C)CCCOc1cccc(Oc2ccccc2)c1 | -4 | -1 | 7 | 1 | -2 | 3 | -1 | 1 | 2
COc1cc(O)c(C(CCN2CCCC(C)C2)c2ccc3c(c2)OCO3)c(OC)c1 (stereo unspecified) | 6 | -1 | 3 | -1 | 2 | -5 | -1 | -22 | 2
Cc1ccc(S(=O)(=O)NNC(=O)CCC(=O)Nc2ccccc2)cc1 | 0 | -2 | 0 | 3 | 1 | -5 | 4 | 0 | 2
Carrying on:
SMILES | PAFAH1B3 FP inh | PAD4 inh | PME-1 inh | PAFAH1B2 inh | LYPLA1 counter | GSTO1 counter | pPAFAH FP inh | PREPL inh | LYPLA2 inh
CC1CCCN(C(=O)c2ccccc2OC2CCN(S(C)(=O)=O)CC2)C1 (stereo unspecified) | 9 | -7 | 10 | 0 | 2 | 8 | 1 | 9 | -2
Cn1nc(C(F)(F)F)c(-c2ccccc2)c1NC(=O)CSCC(=O)O | 2 | -2 | 2 | 21 | 3 | 0 | 4 | 6 | 12
COC(=O)C(C)Oc1ccc2c(c1)O/C(=C\c1cccc(Br)c1)C2=O (stereo unspecified) | -2 | 1 | 1 | 7 | 2 | 0 | 5 | -4 | 3
Cc1ccc(NC(=O)C2C3C=CC(O3)C2C(=O)O)cc1C (stereo unspecified) | 8 | -1 | -7 | 6 | 0 | 0 | 6 | 6 | 4
CCOc1ccc(NC(=O)NCc2cccnc2)cc1 | 5 | 2 | -1 | -1 | -2 | 5 | -12 | -10 | -3
CCCCc1c(C)[nH]c(=S)[nH]c1=O | -3 | 0 | 1 | 3 | -4 | 3 | -5 | -1 | -3

Some of the entries so far, tab-delimited:
Molecule	PAFAH1B3 FP inh	PAD4 inh	PME-1 inh	PAFAH1B2 inh	LYPLA1 counter	GSTO1 counter	pPAFAH FP inh	PREPL inh	LYPLA2 inh
Cn1nc(C(F)(F)F)c(-c2ccccc2)c1NC(=O)CSCC(=O)O	2	-2	2	21	3	0	4	6	12
COC(=O)C(C)Oc1ccc2c(c1)O/C(=C\c1cccc(Br)c1)C2=O (stereo unspecified)	-2	1	1	7	2	0	5	-4	3
